Lipid droplet: inhibitors of hepatocyte lipid droplet formation, primary screen, imaging, high-throughput imaging, BODIPY stain; AML12 mouse hepatocytes, oleate lipid droplets; inhibition, % at 6.5 µM; 240,000 compounds, 0.4% hits; AID 1656, 2009;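 active = lipid droplet intensity inhibited by at least 50%, with more than 500 cells counted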
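Material: mouse AML12 hepatocyte cell line, fixed after treatment; Timing: compound with oleate, overnight; Technique: high-content imaging of BODIPY-stained droplets and DAPI nuclei; Probe or stimulus: oleate, 100 µM final; Dosing: compound at 6.5 µM only.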
HEK293 NOD2/NF-kB: NOD2 signaling inhibitors, cell-based, luminescence, uHTS, HEK293 (AID 1566) | HEK293 NOD2/NF-kB luciferase reporter, luminescence; higher % means a stronger effect | inhibition, % at 4 µM; hits with a dose series show EC50 in µM | 290,000 compounds, 0.63% hits; in the data active = inhibition above about 50%; note: many of its hits are not listed in these tables
Lipid droplet cells 6.5 µM: further read-out of Lipid droplet, marked with its call; cell count; measured here: cell count, cytotoxicity flag;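 cells counted across two imaged fields per well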
* = called active by the depositor.

Start of the data: the first six entries (preview)
canonical_smiles	Lipid droplet	Lipid droplet cells 6.5 µM	HEK293 NOD2/NF-kB
COc1ccc(CCNC(=O)CCS(=O)(=O)c2ccc3c(c2)NC(=O)CO3)cc1OC	-2.4	742	14.6%
Cc1ccc(C)c(N(C(=O)c2csnn2)C(C(=O)NC2CCCCC2)c2cccnc2)c1 (configuration not stated)	12.5	850	-3.8%
CC(C)C(=O)Nc1c(-c2ccc(Cl)cc2)c(=O)c2ccccc2n1C	-25.9	764	-1.3%
Cc1ccc(-c2c(C(=O)N/N=C/c3ccco3)nnn2-c2nonc2N)cc1	-4.1	782	2.7%
O=C(C1CCCN(c2ncnc3c2nc2n3CCCCC2)C1)N1CCN(c2cccc(Cl)c2)CC1 (configuration not stated)	-5.6	682	13.4%
CC(=O)c1cc(C#N)c(N2CCN(c3ccccc3)CC2)nc1C	-6.3	400	-8.8%

Results (from the top)
canonical_smiles	Lipid droplet	Lipid droplet cells 6.5 µM	HEK293 NOD2/NF-kB
COc1ccc(CCNC(=O)CCS(=O)(=O)c2ccc3c(c2)NC(=O)CO3)cc1OC	-2.4	742	14.6%
Cc1ccc(C)c(N(C(=O)c2csnn2)C(C(=O)NC2CCCCC2)c2cccnc2)c1 (configuration not stated)	12.5	850	-3.8%
CC(C)C(=O)Nc1c(-c2ccc(Cl)cc2)c(=O)c2ccccc2n1C	-25.9	764	-1.3%
Cc1ccc(-c2c(C(=O)N/N=C/c3ccco3)nnn2-c2nonc2N)cc1	-4.1	782	2.7%
O=C(C1CCCN(c2ncnc3c2nc2n3CCCCC2)C1)N1CCN(c2cccc(Cl)c2)CC1 (configuration not stated)	-5.6	682	13.4%
CC(=O)c1cc(C#N)c(N2CCN(c3ccccc3)CC2)nc1C	-6.3	400	-8.8%
Cc1onc(C(=O)Nc2cccc(C(F)(F)F)c2)c1[N+](=O)[O-]	-2.7	709	5.4%
CC(C)C[C@H](N)c1nnc(SCC(=O)Nc2ccc(Br)cc2)o1	-21.1	748	-7.4%
CCC(=O)N1CCN(c2ccc(NC(=O)COc3cccc(C)c3C)cc2)CC1	-36.8	642	-6.9%
CCc1ccc2c(CN(C)Cc3ccccc3OC)cc(=O)oc2c1	-9.6	417	-16.8%
Cc1cc(O)c2c(CN3CCN(Cc4ccccc4)CC3)cc(=O)oc2c1	-5.2	847	4.4%
COc1ccsc1C(=O)NCCN1CCOCC1	0.8	855	-8.8%
Cc1cccc(N2C(=O)CC(N3CCN(c4ccc(Cl)cc4)CC3)C2=O)c1 (configuration not stated)	-0.2	792	12.2%
Cc1ccc(C(C)c2c(C)c([N+](=O)[O-])cc(C)c2[N+](=O)[O-])cn1 (configuration not stated)	5.0	851	-6.7%
CC(C)CCN(Cc1ccco1)S(=O)(=O)c1ccc(-c2ccc(=O)[nH]n2)s1	4.3	758	7.0%
CCCC[C@H](CN[C@@H](CNC)[C@H](C)CC)NCCC12CCC(CC1)C2	12.0	818	0.7%
Cc1ccccc1CC(=O)Nc1cc(C(C)(C)C)on1	2.5	793	-0.1%
COc1ccc(C(CNC(=O)c2ccc(C)c(S(=O)(=O)Nc3ccccc3OC)c2)N2CCCC2)cc1 (configuration not stated)	-7.4	846	-29.9%
CCOc1ccccc1Nc1cc2n(c(=O)n1)CCc1cc(OC)c(OC)cc1-2	-4.2	817	14.9%
COc1ccc(-n2c(SCC(=O)Nc3ccc(C(N)=O)cc3)nc3ccccc3c2=O)cc1OC	-1.3	408	20.2%
O=[N+]([O-])c1ccccc1S(=O)(=O)N1CCCc2ccccc21	-13.1	811	2.1%
CCCCC(=O)Nc1nc(-c2ccc(S(=O)(=O)N3CCOCC3)cc2)cs1	-12.9	797	10.9%
CC(CNC(=O)CCn1ccc2cc(S(=O)(=O)N3CCCC3)ccc21)c1ccccc1 (configuration not stated)	-1.4	751	2.4%
CN(C(=O)CCS(=O)(=O)c1cc2c(cc1Cl)NC(=O)CO2)C1CCCCC1	-2.1	767	9.8%
Cc1ccc2nc(Br)c3c(c2c1)OC(CBr)C3 (configuration not stated)	-7.2	809	7.1%
CCCN(CC(=O)Nc1cc(Cl)ccc1Cl)C(=O)CN1C(=O)C2CCCCC2C1=O (configuration not stated)	-5.8	676	-9.3%
Nc1ncnc2c1ncn2C1OC(COP(=O)(O)O)C(O)C1O (configuration not stated)	8.4	810	1.1%
CCOC(=O)Cc1csc(SC(C)C(=O)NCC(=O)Nc2ccc(F)c(F)c2F)n1 (configuration not stated)	-4.8	817	-4.1%
COc1cccc(CNS(=O)(=O)c2cc3c(cc2Cl)NC(=O)CO3)c1	-0.3	734	-0.4%
Cc1cc(C)cc(NC(=O)CSc2nc3ccccc3nc2N2CCCC2)c1	70.5*	736*	0.5%

Only Lipid droplet (two entries from above):
mol | Lipid droplet
COc1cccc(CNS(=O)(=O)c2cc3c(cc2Cl)NC(=O)CO3)c1 | -0.3
Cc1cc(C)cc(NC(=O)CSc2nc3ccccc3nc2N2CCCC2)c1 | 70.5*

New compounds follow.
canonical_smiles	Lipid droplet	Lipid droplet cells 6.5 µM	HEK293 NOD2/NF-kB
COc1ccccc1N=Nc1c(C)[nH]n(-c2ccccc2)c1=O	56.3*	806*	10.1%
C=CCN1C(=O)C2(OCCCO2)c2c(C)ccc(C)c21	-1.8	790	5.6%
COC(CN(C)C(=O)C1CCC(CNS(=O)(=O)c2ccccc2)CC1)OC (configuration not stated)	-4.2	836	16.5%
COc1ccc2c(c1OC)C(=O)OC2N1C(=O)CC[C@H]1C(=O)NCC1CCCO1 (some centres not stated)	-9.6	813	9.0%
Cc1ccc(C(C)NC(=O)c2ccncc2)cc1C (configuration not stated)	6.1	811	10.7%
COc1ccc(-n2nc(C(=O)N3CCC(N4CCCCC4)CC3)c3c4ccccc4n(C)c3c2=O)cc1	13.0	745	-5.4%
S=C(NCCCc1ccccc1)NC1CCCCC1	13.2	905	-8.6%
Nc1c(/C=C2/C=CC(=O)C(O)=C2)c(=O)nc2sc(CC(=O)N3CCCCC3)nn12	1.5	814	0.8%
CN1C(=O)NC(c2ccc(C(F)(F)F)cc2)C2=C1CC(C)(C)CC2=O (configuration not stated)	10.1	409	2.8%
CCSc1nnc(NC(=O)c2c(C)noc2C)s1	0.0	849	3.3%

Compound profiles, as listed above. Screens in order: Lipid droplet, Lipid droplet cells 6.5 µM, HEK293 NOD2/NF-kB
Shown for S=C(NCCCc1ccccc1)NC1CCCCC1 = 13.2, 905, -8.6%
Shown for CCSc1nnc(NC(=O)c2c(C)noc2C)s1 = 0.0, 849, 3.3%

The listing continues:
canonical_smiles	Lipid droplet	Lipid droplet cells 6.5 µM	HEK293 NOD2/NF-kB
COc1ccc(CN2C(=O)C(C)=C(C)C2OC)cc1 (configuration not stated)	-1.2	856	11.6%
CCOc1ccc(NC(=O)NNC(=O)c2ccc3ccccc3c2O)cc1	-1.7	800	0.2%
CN(C)c1ccc(C(C(=O)NCc2ccccc2)N(Cc2cccnc2)C(=O)c2snc(C(N)=O)c2N)cc1 (configuration not stated)	-16.9	770	25.7%
O=C(CSc1nc(Nc2ccccc2)nc(N2CCOCC2)n1)Nc1cc(Cl)ccc1O	-20.0	628	22.6%
CCOC(=O)c1c(C)[nH]c(C)c1S(=O)(=O)NCC(=O)Nc1ccccn1	3.9	743	16.2%
COC(=O)CNC(=O)CSc1nc2c(sc(=S)n2-c2ccccc2)c(=O)[nH]1	-7.7	832	8.5%
COCC1CCN(C(=O)CCc2nnc(C3(c4ccc(Cl)cc4)CCC3)o2)CC1	-20.8	843	10.6%
Cc1csc(CNC(=O)c2cc(COc3c(C)cccc3C)on2)n1	-3.8	779	-12.2%
CCN(CC)CCn1c2ccccc2c2n[nH]c(=S)nc21	-1.6	864	1.4%
COC(CNC(=O)C1CCN(S(=O)(=O)c2cccc3nsnc23)CC1)OC	17.7	744	12.1%
COc1ccc(N2CCN(S(=O)(=O)CCNC(=O)COc3cccc(OC)c3)CC2)cc1	-1.3	759	7.1%
CC(C)(C)N=Cc1c(O)ccc2oc3c(c12)CCCC3	12.3	421	26.8%
COn1c(-c2ccccc2)c(C=O)c2ccccc21	6.7	789	-24.0%
O=C(CSc1nnc(CNC(=O)c2cccs2)o1)Nc1cccc(Cl)c1	0.0	700	13.3%
O=C(NCCc1ccccc1)c1cc(-c2ccncc2)nc2ccc(S(=O)(=O)N3CCOCC3)cc12	-3.9	698	12.9%
COc1ccc(/C(C)=N/N2CCCCC2)c(O)c1	1.2	829	-5.5%
CCC(=O)N(Cc1cc2ccccc2[nH]c1=O)c1ccccc1OC	-14.6	802	6.1%
COc1ccc(-c2cc(C(=O)N3CCOCC3)no2)cc1	-11.8	763	-41.3%
CCOC(=O)[C@@H]1[C@H]2COc3ccc(Br)cc3[C@H]2N2C(=O)N(c3ccc(F)cc3)C(=O)[C@]12C	6.9	801	-2.8%
COc1ccc(CCNC(=S)N2CCN(S(=O)(=O)c3ccccc3F)CC2)cc1	7.8	881	16.3%
COc1ccc(NC2CCCN(C(=O)c3ccc4nc(C)c(C)nc4c3)C2)cc1OC (configuration not stated)	0.9	764	19.9%
CC(=O)Nc1ccccc1NC(=O)C/C(C)=N/NC(=O)c1cccnc1	2.2	744	-13.2%
Cc1ccc(NC(=O)c2ccccc2NC(=O)c2cccs2)cc1	-2.6	738	5.8%
Cc1ccc(-c2c(C(=O)N/N=C/C3CC=CCC3)nnn2-c2nonc2N)cc1 (configuration not stated)	-2.5	668	5.1%
COc1ccc(NC(=O)c2cc(-c3cc(Cl)ccc3O)n[nH]2)c(OC)c1	6.8	810	9.4%
C[C@H]1CN=C(Nc2ccccc2)N1CC1CCC1	0.1	794	6.5%
COc1ccc(NC(=O)c2cc(-c3cc(OC)c(OC)c(OC)c3)nc3ccccc23)c(OC)c1	-87.3	739	32.2%
O=C(NC1CCCCCC1)c1cc2c(=O)n3ccccc3nc2s1	12.3	784	-12.8%
Cc1nc(C)n(CC(C)C(=O)N2CCN(S(=O)(=O)c3ccc(Cl)cc3)CC2)n1 (configuration not stated)	-3.1	824	4.6%
C=CCn1c(CCNC(=O)c2ccco2)nc2ccccc21	6.7	826	9.1%
CCC(=O)Nc1nnc(S(=O)(=O)N(CC(C)C)c2ccccc2)s1	-3.0	835	0.8%
O=C(CCN1C(=O)/C(=C\c2ccccc2F)SC1=S)N1CCCCC1	-2.8	871	12.4%
COc1ccc(C(C(=O)NC2CCCC2)N(CCCO)C(=O)Cn2nnc(-c3ccc(C)o3)n2)cc1 (configuration not stated)	-17.2	776	-11.7%
CC1CCN(C(=O)CCc2nnc3ccc(N4CCC5(CC4)OCCO5)nn23)CC1	-2.5	785	0.4%
CC1Oc2ccccc2N(CC(=O)NC2CCCCC2)C1=O (configuration not stated)	-3.2	795	-6.5%
CCn1cnc2c1c(=O)[nH]c(=O)n2Cc1ccccc1	-4.0	794	2.8%
CS(=O)(=O)N1CCc2cc(C(=O)N3CCN(c4ccccc4F)CC3)ccc21	12.2	715	16.2%
O=C(O)C1C2CCC(O2)C1C(=O)Nc1ccc(F)c(Cl)c1 (configuration not stated)	10.6	844	11.9%
O=C1CCN(CCc2ccccc2)CCN1CCO	-0.2	827	5.5%
CCCCC(C(=O)NC1CCCC1)N(C(=O)c1snc(C(N)=O)c1N)c1ccc(F)cc1 (configuration not stated)	-3.0	656	7.0%
O=C1NC(=Nc2ccccc2Cl)S/C1=C\c1cccc([N+](=O)[O-])c1O	-1.6	892	20.4%
Cn1c(SCC(=O)Nc2ccccc2)nc2ccccc2c1=O	-3.1	790	31.9%
Cc1c(NC(=O)CSCc2ccccc2)cccc1C(=O)O	-15.5	771	19.7%
Cc1c(C)n(-c2ccccc2)c2ncnc(NCCN(C)C)c12	13.5	713	7.0%
COc1ccc(NC(=O)c2nnn(CC(=O)Nc3ccccc3OC)c2N)c(OC)c1	-10.6	705	-1.1%
COc1c(Br)cc(Br)cc1C(=O)Nc1ccccc1N1CCCC1	-14.7	763	0.6%
CC(NC(=O)CCCc1ccccc1)c1ccncc1 (configuration not stated)	1.2	763	12.7%
Cn1c(SCC(=O)Nc2ccc(NC(=O)c3ccccc3)cc2)nnc1-c1ccncc1	-1.4	705	1.3%
COc1ccccc1CNC(=O)N1CCN(S(=O)(=O)c2ccccc2)CC1	-14.6	813	21.6%
CN1CCN(c2nc3c(c(=O)n(C)c(=O)n3C)n2Cc2ccccc2Cl)CC1	-6.7	863	3.8%

Continued:
canonical_smiles	Lipid droplet	Lipid droplet cells 6.5 µM	HEK293 NOD2/NF-kB
O=C(CCCOc1ccc(Cl)cc1Cl)Nc1nnc(C2CC2)s1	-18.8	670	-4.6%
COc1ccccc1CCNC(=O)c1ccc2nc[nH]c2c1	-3.0	829	3.3%
Cc1cccc(NC(=O)c2ccc3nccnc3c2)n1	-35.3	694	9.7%
CCc1ccc(NS(=O)(=O)c2ccc(C)c(C(=O)N3CCOCC3)c2)cc1	6.4	660	8.3%
CCOc1ccc(OCC)c(NC(=O)c2nnn(CC(=O)Nc3cc(C)cc(C)c3)c2N)c1	16.6	722	10.0%
Cc1ccc(S(=O)(=O)NCC(C)n2nc(C)cc2C)cc1 (configuration not stated)	1.9	622	10.0%

Source: PubChem (Sanford-Burnham Center for Chemical Genomics)

These rows are one share of the data; the hit share may differ from the screen's.
